# From PubChem
# mcGAS MS inh – inhibitors of Mus musculus cyclic GMP-AMP synthase, initial high-throughput assay, cell-free, RapidFire MS; Q8C6L5; recombinant mouse cGAS, cGAMP by RapidFire MS; inhibition, % at 12.5 µM; 130,000 tested, 0.18% active;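 active = inhibition of cGAS enzyme activity at or above 60%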;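 note: enzyme stimulated by 45 bp dsDNA with ATP and GTP substrates; cGAMP share of summed cGAMP plus half ATP and half GTP signals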
# Target sequence (Q8C6L5 whole entry, looked up): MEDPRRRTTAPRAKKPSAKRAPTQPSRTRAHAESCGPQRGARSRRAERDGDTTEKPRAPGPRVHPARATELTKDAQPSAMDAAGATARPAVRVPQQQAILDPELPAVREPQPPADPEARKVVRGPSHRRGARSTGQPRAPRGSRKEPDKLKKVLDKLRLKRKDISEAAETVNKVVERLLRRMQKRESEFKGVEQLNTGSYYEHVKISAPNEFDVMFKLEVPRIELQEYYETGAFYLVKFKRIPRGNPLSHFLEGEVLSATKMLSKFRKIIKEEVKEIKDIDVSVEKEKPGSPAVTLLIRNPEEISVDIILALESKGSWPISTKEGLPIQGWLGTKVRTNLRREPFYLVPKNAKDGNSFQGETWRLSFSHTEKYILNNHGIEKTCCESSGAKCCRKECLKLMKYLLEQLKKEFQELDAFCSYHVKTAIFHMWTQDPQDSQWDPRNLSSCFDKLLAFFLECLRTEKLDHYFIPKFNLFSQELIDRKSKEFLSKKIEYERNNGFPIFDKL
# The depositor's hits bear a star; & = joins results of further samples. This is a subset, so the mix of outcomes need not match the whole.
SMILES,mcGAS MS inh
Cc1ccc(S(=O)(=O)Nc2ccc(Nc3cc(-c4ccc(OCc5ccccc5)cc4)ncn3)cc2)cc1,-5
O=C(c1ccc(NCc2cccnc2)nc1)N1CCC(Oc2cccnc2)CC1,-5
Cc1c(Cl)cccc1NC(=O)C1CC(=O)N(C2CCCC2)C1 (stereo not drawn),-3
FC(F)(F)c1ccc(CN2CCN(Cc3cscn3)CC2)cc1,-4
C#CCSc1nnc2c3ccccc3n(CC)c2n1,2
COC1OC(COC(C)=O)C(OC(C)=O)C(OC(C)=O)C1NC(C)=O (stereo not drawn),-10
CC(Sc1nnnn1C1CCCC1)c1nnc(-c2ccc(F)cc2)o1 (stereo not drawn),-9
NC(=O)Cn1cnc2c(nnn2Cc2ccccc2F)c1=O,5
CC(=O)c1ccc(N2CCN(C(=O)CCc3ncc(-c4ccc(Cl)cc4Cl)o3)CC2)cc1,-9
Cc1cc(C)c2c(C(=O)O)cc(C3CC3)nc2c1,-2
Cc1ccc2nc3c(cc(C#N)c(=N)n3C)c(=O)n2c1,4
CCOC(=O)c1oc2ccccc2c1CN1CCC(C2(C)OCCO2)CC1,-4
CS(=O)(=O)N1CCC(NC(=O)NCCc2cccc(F)c2)CC1,3
CC1CCc2c(sc3ncnc(SCC(=O)N4CCCC4)c23)C1 (stereo not drawn),-7
CN(Cc1ccc(F)cc1)C(=O)c1cc2occc2n1CC1CCCCO1 (stereo not drawn),5
FC1(F)Oc2ccc(NCc3nc(-c4ccsc4)no3)cc2O1,-9
O=C(Cn1cccnc1=O)NC(c1ccccc1)c1cccc(Cl)c1 (stereo not drawn),-3
Cc1cc(NC(=O)COC(=O)Cc2n[nH]c(=O)c3ccccc23)on1,-11
Cc1nc2sccn2c(=O)c1S(=O)(=O)N1CCN(C(=O)c2ccco2)CC1,-14
CC1=NC(C(F)(F)F)(C(F)(F)F)c2c(n(-c3ccc(C)c(C)c3)c(=O)[nH]c2=O)N1,-10
CC1CCN(CC(=O)Nc2oc3ccccc3c(=O)c2-c2ccc(Cl)cc2)CC1,-10
CCNC(=O)c1ccc(C2CCCN2Cc2cnc(-c3ccco3)nc2)s1 (stereo not drawn),0
CC1CCCN(Cn2cc(S(=O)(=O)N(C)C)ccc2=S)C1 (stereo not drawn),2
CC1(C)CC(NC(=O)C23CCC(C)(C(=O)O2)C3(C)C)CC(C)(C)N1 (stereo not drawn),4
CC(C)CCC(C)NC(=O)CNS(=O)(=O)c1ccc(Br)s1 (stereo not drawn),-51
COc1ccc(OCC(=O)NNC(=O)C2COc3ccccc3O2)cc1 (stereo not drawn),-10
CCN(Cc1ccncc1)C(=O)c1coc(COc2cccc(F)c2)n1,-8
COc1cccc2cc(C(C)NC(=O)C3CC3C)oc12 (stereo not drawn),-6
COc1ccc(OC)c(-n2c(C)c(C)n3c4c(=O)n(CCCO)c(=O)n(C)c4nc23)c1,-8
COc1cc(-c2ccc3ncnc(N4CCN(C)CC4)c3c2)cc(OC)c1OC,1
CCOc1ccc(CC(=O)N2CCN(c3ncnc4c3nnn4C)CC2)cc1,-7
CCn1cc(CN(C)CC(=O)N2CCCC2c2ccc3c(c2)OCCO3)cn1 (stereo not drawn),1
Cc1cccc(C)c1C(=O)Nc1nnc(NS(C)(=O)=O)s1,4
Cc1ccc(C)c(OCC(O)Cn2cnc3scc(-c4ccc(F)cc4)c3c2=O)c1 (stereo not drawn),-8
O=C(CCOc1ccccc1)Nc1ccnn1C1CCN(C(=O)c2cnsn2)CC1,1
OCCN1C[C@H](O)[C@@H](O)[C@H](O)[C@H]1CO,-9
COC(=O)c1cccc(=S)n1C,-21
CC(C)c1c(C(=O)NCC2CCCO2)cnn1-c1ccccn1 (stereo not drawn),-8
CC(=O)N1N=C(c2cccs2)OC1C(=O)NCC(C)(C)CN(C)C (stereo not drawn),-15
O=S(=O)(NCc1ccccc1)NCc1csc(-c2cnccn2)n1,-35
C=CCNC(=S)Nc1cccc2ccccc12,-5
O=C(Cc1ccccc1)n1nc(-c2ccccc2)nc1NCc1ccccc1,-16
Cc1c(C(=O)NCc2ccc3c(c2)OCCO3)sc(=O)n1Cc1cccc(F)c1,-5
O=S(=O)(NCCOc1cc(N2CCCC2)ncn1)c1ccc2c(c1)CCCC2,-3
CC(C)(C#N)NNC(N)=S,-11
CCc1cccc(C)c1NC(=O)NCC(C)N1CCC(C)CC1 (stereo not drawn),57
c1c(CN2CCN(C3CCSCC3)CC2)nn2c1CNCCC2,9
Cc1ccc(C(=O)Nn2cnc3c(cnn3-c3ccc(C)cc3)c2=O)cc1,-4
N#CCCn1c(SCC(=O)Nc2cccc3nsnc23)nc2ccccc21,-1
CN(Cc1ccc2nsnc2c1)C(=O)CCN1CCCO1,-18
Cc1[nH]c(C(=O)N2CCCCC2)c(C)c1C(=O)OC(C)C,-3
O=C(CCN1CCCC1c1cccs1)Nc1ccccc1F (stereo not drawn),-6
COC(=O)Cc1c(C)nc2c(-c3ccccc3)c(C)[nH]n2c1=O,1
COc1cccc(COc2coc(C(=O)NCc3ccc(S(N)(=O)=O)cc3)cc2=O)c1,-5
Cc1nc2nc(NC(=O)C3CCCCC3)[nH]n2c(=O)c1C,15
COS(C)(=O)=O,-2
Cc1cc(C(=S)NC(=O)c2ccccc2)c(C)n1C,25
CCSc1ccc(C(=O)Nc2cc(OC)c(OC)cc2F)cn1,-42
C=CCNC(=O)Cn1c(=O)c2c(OCCC)ccnc2n(C)c1=O,3
CCN(CC)c1ccc(NC(=O)C2(C(=O)NC3CC3)CCC2)cc1,4

# Some of the entries so far, with values ahead of the structure:
mcGAS MS inh	structure
-2	COS(C)(=O)=O
25	Cc1cc(C(=S)NC(=O)c2ccccc2)c(C)n1C

# Next section.
SMILES,mcGAS MS inh
CCc1nnc(N/N=C\c2cc(C)c(C)cc2C)n1N,-6
CC1CC1C(=O)Nc1ccc(NC(=O)c2ccccc2)nc1 (stereo not drawn),1
COc1ccc(-c2csc(N3N=CCC3(O)C(F)(F)F)n2)cc1 (stereo not drawn),-6
O=S(=O)(NCC1CCCN(Cc2cc3ccccc3o2)C1)c1cccc2cccnc12 (stereo not drawn),-4
CC(=O)NCc1nnc2n1CCN(C(=O)COc1ccccc1C)CC2,-8
O=S(=O)(Nc1ccc2c3c(cccc13)CC2)c1cccc(F)c1,-4
CC(C)(C)OC(=O)N1CCN(C(=O)c2cc(Br)c[nH]2)CC1,-7
CC(C)(C)C(=O)C=c1[nH]c(=O)c(=Cc2c(F)c(F)c(F)c(F)c2F)s1,-6
CCCCn1nnnc1CNC1(c2ccc(Cl)cc2)CCCC1,1
COC(=O)c1ccc(CN2C(=O)C3CCCCC3C2=O)o1 (stereo not drawn),-16
CC(C)(C)OC(=O)N1CCN(Cn2ccn(-c3cccc(F)c3)c2=S)CC1,-7
COc1ccc(N2CCCN(C(C)C(N)=O)CC2)cc1 (stereo not drawn),-1
O=C1c2ccccc2C(=O)N1CCCCN(C(=O)c1ccc(Cl)cc1)c1ccc(F)cc1F,-6
C=C1c2ccccc2NC(=O)N1CC1CCCN1CC (stereo not drawn),-19
CC(=O)N(C)c1ccc(NC(=O)CN2CCC(O)(c3ccccc3C)C2)cc1 (stereo not drawn),-5
CC(O)c1cccc(-c2ccnc3c2ccn3C)n1 (stereo not drawn),-4
CC(NC(=O)CSC1=Nc2cccc3cccc(c23)N1)c1cccs1 (stereo not drawn),-8&-4
Cn1c(=O)[nH]c(=O)c2c1nc(NCCc1ccccc1)n2CCCc1ccccc1,-2
Cc1cc(F)ccc1C(O)c1ncc(-c2ccccc2)[nH]1 (stereo not drawn),-4
Cn1c(=O)[nH]c(=O)c2c1nc(N1CCN(Cc3ccc(Cl)cc3)CC1)n2Cc1ccc(Cl)cc1,-5
Cc1nc(-c2cccnc2)ncc1C(=O)N1CCC2(CCNCC2)CC1,5
COC(=O)N1CCC(NC(=O)NC2CCC3CCCCC3C2)CC1 (stereo not drawn),-2
Cc1c(S(=O)(=O)CCNC(=O)NC(C)(C)C)c2ccccc2n1C,-13
CCCN1CCC(Cc2noc(-c3cccc4nccnc34)n2)CC1,11
CCOC(=O)c1sc(N)c(C#N)c1CSCc1ccccc1,-3
Fc1ccc(C=NNc2ccc(C(F)(F)F)cn2)cc1,45
CC(=O)NCC1CCN(Cc2cccc(-c3ccc(C)o3)c2)C1 (stereo not drawn),-28
Cc1nc2ncc3c(=O)n(Cc4ccccn4)ccc3n2n1,-15
CN1CC2(CCN(C(=O)c3ccc(Cn4ccnc4)o3)C2)OC1=O (stereo not drawn),-14
Oc1oc(-c2cccc3ccccc23)nc1C=Nc1cc(Cl)ccc1Cl,2
CC(C)Cc1noc(CN(C)C(=O)C2CC3(CCNCC3)CN2)n1 (stereo not drawn),-7
CC(C)c1ncc(C(=O)NCc2ccon2)[nH]1,2
O=C(c1ccc(-c2ccn[nH]2)nc1)N1CCC(Cn2cccn2)CC1,-9
CC(O)c1nc2ccccc2s1 (stereo not drawn),20
O=C(CCc1cccs1)NCC1CCCN1c1cccnn1 (stereo not drawn),0
Nn1ccc2nc3ccn(-c4ccccc4)c(=O)c3cc2c1=O,-1
O=S1(=O)CCC(N(Cc2ccccc2)Cc2cc3c(cc2O)OCO3)C1 (stereo not drawn),9
CC(C)n1ncc2cc(C(=O)NN3C(=O)NC4(CCCCC4)C3=O)cnc21,-1
CC1(C)CC(=O)c2cnn(-c3nc4ccccc4s3)c2C1,-20
Cc1cc(N2CC(c3nc4ncccc4c(=O)[nH]3)CC2=O)ccc1Br (stereo not drawn),7

# Arranged by SMILES length (high to low): some entries from above.
SMILES,mcGAS MS inh
Cn1c(=O)[nH]c(=O)c2c1nc(N1CCN(Cc3ccc(Cl)cc3)CC1)n2Cc1ccc(Cl)cc1,-5
Cn1c(=O)[nH]c(=O)c2c1nc(NCCc1ccccc1)n2CCCc1ccccc1,-2
CC(=O)N(C)c1ccc(NC(=O)CN2CCC(O)(c3ccccc3C)C2)cc1 (stereo not drawn),-5
Cc1cc(N2CC(c3nc4ncccc4c(=O)[nH]3)CC2=O)ccc1Br (stereo not drawn),7
O=S1(=O)CCC(N(Cc2ccccc2)Cc2cc3c(cc2O)OCO3)C1 (stereo not drawn),9
Cc1c(S(=O)(=O)CCNC(=O)NC(C)(C)C)c2ccccc2n1C,-13
Oc1oc(-c2cccc3ccccc23)nc1C=Nc1cc(Cl)ccc1Cl,2
CC(C)Cc1noc(CN(C)C(=O)C2CC3(CCNCC3)CN2)n1 (stereo not drawn),-7
CC(=O)NCC1CCN(Cc2cccc(-c3ccc(C)o3)c2)C1 (stereo not drawn),-28
Nn1ccc2nc3ccn(-c4ccccc4)c(=O)c3cc2c1=O,-1
Cc1cc(F)ccc1C(O)c1ncc(-c2ccccc2)[nH]1 (stereo not drawn),-4
Cc1nc2ncc3c(=O)n(Cc4ccccn4)ccc3n2n1,-15
CCOC(=O)c1sc(N)c(C#N)c1CSCc1ccccc1,-3
Fc1ccc(C=NNc2ccc(C(F)(F)F)cn2)cc1,45
CC(C)c1ncc(C(=O)NCc2ccon2)[nH]1,2
CC(O)c1cccc(-c2ccnc3c2ccn3C)n1 (stereo not drawn),-4
CC(O)c1nc2ccccc2s1 (stereo not drawn),20

# Further structures.
SMILES,mcGAS MS inh
CC1=C(C)C(=NS(=O)(=O)c2ccc(C)cc2)C=C(N2CCOCC2)C1=O,18
Cc1nc(-n2cnnc2)ccc1-c1cccc2c1CCNC2,-4
CCc1ccccc1NC(=O)CN1c2ccc(S(N)(=O)=O)cc2CC1C (stereo not drawn),-3
CCOC(=O)c1nc2ccccc2nc1N1CCCN(C(=O)c2ccc3c(c2)OCO3)CC1,-3
COC(=O)C(Cc1ccccc1)n1c(C)cc(C(=O)NS(=O)(=O)c2ccc(C)cc2)c1C (stereo not drawn),-6
c1ccc(-c2noc(CCCc3c[nH]c4ccccc34)n2)cc1,-2
CN(C)c1ccc2c(c1)OCCN2Cc1cccc(C(N)=O)c1,-2
COc1cc(NCCC(=O)Nc2ccccc2OC)ncn1,-16
COc1ccc(-c2noc(COc3cccnc3N)n2)cc1,-6
CC(=O)c1ccc(C(=O)N(C)C(C)c2ccc(Cl)cc2)s1 (stereo not drawn),-28
COCCN(Cc1cnn(C)c1)C(=O)c1cncc(C)c1,-23
CC(C)C1CCN(Cc2cn(C3CCN(C(=O)NC(C)(C)C)CC3)nn2)CC1,-9
Cc1ccc(C(=O)N(C)CCC(=O)OC(C)(C)C)c(C)n1,4
NC(=O)[C@@H]1CCCN1Cc1cn(CC2CCN(c3ccncc3)CC2)nn1,6
O=C1CNCC(C(=O)N2CCN(c3cccc(C(F)(F)F)c3)CC2)N1 (stereo not drawn),-6
O=S(=O)(NNC1=NCCCCC1)c1ccccc1,-12
CCc1nn(C)c(NC(=O)c2ccc(CN3CCC(NC(C)=O)C3)cc2)c1C (stereo not drawn),-6
O=C1C(=Cc2ccco2)Sc2ccccc21,-8
CCCOCC(=O)N(C)C(c1csc2ccccc12)C1CC1C (stereo not drawn),-21
O=S(=O)(c1ccc(Cl)s1)N(Cc1cccs1)c1ccc2c(c1)OCCO2,-6
N#Cc1ccc(N2CCCN(C(=O)CC3CCCO3)CC2)cc1 (stereo not drawn),-10
CCc1nc(C)c(C(=O)NCCCc2nc3ccc(C)cc3o2)o1,-10
COCC(=O)Nc1ccc(Sc2nc(C)cc(C)n2)cc1,-2
Cc1cc(C)c(C)c(S(=O)CCO)c1C (stereo not drawn),3
Cc1nc2c(c(NC[C@H]3CCc4ccccc4O3)n1)CNC2,-6
O=C(NCC1CCCN(Cc2ccccc2OC2CCCC2)C1)c1cccs1 (stereo not drawn),1
Cn1nc(C(=O)Nc2ccccc2CN2CCc3ccccc32)ccc1=O,-8
CCOc1ccc(Br)cc1S(=O)(=O)NCc1ccco1,10
Cc1cccnc1C1=NOC(Cc2ccccc2)C(=O)N1CCc1ccccc1 (stereo not drawn),30
COC(=O)C1=C(C)NC(=O)C1(Nc1ncccn1)C(F)(F)F (stereo not drawn),-14
